# Screens (PubChem)
# ERp5 inh: ERp5 (human) disulfide isomerase inhibition; ERp5 insulin aggregation, absorbance 650 nm, 90 min; 350,000 tested, 0.05% active; inhibition, % at 9.99 µM;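 active = mean replicate inhibition above about 25%, with every replicate also reaching it, limit read from the data, passing the limit was not always enough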
# Target sequence (Q15084 whole entry, looked up): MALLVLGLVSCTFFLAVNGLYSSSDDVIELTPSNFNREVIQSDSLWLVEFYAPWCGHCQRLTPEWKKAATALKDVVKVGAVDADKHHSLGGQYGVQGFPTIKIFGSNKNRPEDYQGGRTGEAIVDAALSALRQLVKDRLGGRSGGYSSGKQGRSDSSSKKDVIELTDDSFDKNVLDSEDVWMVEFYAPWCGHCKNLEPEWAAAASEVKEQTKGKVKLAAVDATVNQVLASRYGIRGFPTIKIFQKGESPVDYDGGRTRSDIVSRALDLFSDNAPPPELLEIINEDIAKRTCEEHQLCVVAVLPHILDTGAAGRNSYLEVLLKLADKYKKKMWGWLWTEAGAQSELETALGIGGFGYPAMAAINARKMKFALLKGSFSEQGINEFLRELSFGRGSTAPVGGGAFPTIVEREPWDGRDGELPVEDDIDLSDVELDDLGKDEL
# E-selectin induc: E-selectin induction on HUVECs; activation, % at 7.58 µM; HUVEC E-selectin immunofluorescence imaging; normalized: neutral wells 0, TNF-alpha wells 100; 260,000 tested, 0.37% active; AID 686992;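 active = mean E-selectin-positive cell signal at least 10% of the positive control, reached in at least 60% of replicates, without over 20% cell loss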;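 also: in these data hits start at about 27%; measured in HUVEC primary endothelial cells; signal is the percent of cells scored E-selectin positive by PE staining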
#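 System: HUVEC / Compound: single concentration / Signal: immunofluorescence imaging / Read-out: percent E-selectin-positive cells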
# Xi reactivation: X-chromosome reactivation activator. XiGFP mouse fibroblasts, % GFP-positive cells imaging, 3 d; cells co-treated with 5-aza-dC sensitizer; scaled so ellipticine positive control = 100%. activation, % at 7.58 µM. 360,000 tested, 0.055% active;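 active = mean normalized replicate activation at least 10% and every replicate at or above 10%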;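 also: 0% = median of on-plate neutral control wells and 100% = ellipticine 6 µM median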
#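 Assay system: SV40-immortalized XiGFP fibroblast cells, line 68-5-11; buffer or medium: DMEM plus 5-aza-dC sensitizer; compound: one concentration, pinned; timing: compounds 3 days, fix/stain 15 min at room temperature; benchmarks: positive control ellipticine, 6 µM final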
# S100A4 inh HTS: S100A4-myosin IIA interaction inhibition; S100A4/TAMRA-MyoIIA peptide fluorescence polarization; inhibition, % at 10.7 µM; 360,000 tested, 0.14% active; AID 652163;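 active = mean inhibition of at least 70% across replicates, with every replicate also reaching that level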
# Target sequence (P26447 whole entry, looked up): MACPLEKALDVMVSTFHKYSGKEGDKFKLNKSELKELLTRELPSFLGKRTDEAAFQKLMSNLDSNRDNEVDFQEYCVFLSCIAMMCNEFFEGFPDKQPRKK
#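 Material: human S100A4 monomer with TAMRA-labelled myosin IIA peptide; buffer or medium: HEPES pH 7.2 with CaCl2, KCl, NaCl, DTT, Triton; compound dosing: one concentration per compound; schedule: 5 min incubation before reading; benchmarks: neutral control DMSO, positive control TFP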
# ERAP1 HTS inh: ERAP1 (human) enzyme inhibition. recombinant ERAP1, Leu-AMC fluorescence, 60 min. inhibition, % at 10.7 µM. 340,000 tested, 0.15% active;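 active = mean replicate inhibition of at least 30%, or all replicates individually reaching that 30% level; inactive = mean below 30% and not every replicate reaching it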;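 also: 0% = neutral control wells and 100% = L-leucinethiol positive control wells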
# RAD54 branch: RAD54 (human) branch migration inhibition | Q92698 | RAD54 Holliday junction branch migration, FAM/BHQ fluorescence | inhibition, % at 10.4 µM | 360,000 tested, 0.14% active | AID 602329;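 active = mean normalized replicate activity at least 40 and at least half of replicates scoring 40 or more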;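 also: 0% = median of neutral control wells and 100% = median of positive control wells; inhibitors cause a drop in the FAM fluorescence signal; in these data hits start at about 50%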
# RAD52 anneal inh: inhibitors of human RAD52 DNA annealing. inhibition, % at 18.7 µM. AID 651710. P43351. 360,000 tested, 0.46% active. recombinant RAD52 DNA annealing, FRET fluorescence;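 active = every replicate showing at least 50% inhibition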
# Target sequence (P43351 whole entry, looked up): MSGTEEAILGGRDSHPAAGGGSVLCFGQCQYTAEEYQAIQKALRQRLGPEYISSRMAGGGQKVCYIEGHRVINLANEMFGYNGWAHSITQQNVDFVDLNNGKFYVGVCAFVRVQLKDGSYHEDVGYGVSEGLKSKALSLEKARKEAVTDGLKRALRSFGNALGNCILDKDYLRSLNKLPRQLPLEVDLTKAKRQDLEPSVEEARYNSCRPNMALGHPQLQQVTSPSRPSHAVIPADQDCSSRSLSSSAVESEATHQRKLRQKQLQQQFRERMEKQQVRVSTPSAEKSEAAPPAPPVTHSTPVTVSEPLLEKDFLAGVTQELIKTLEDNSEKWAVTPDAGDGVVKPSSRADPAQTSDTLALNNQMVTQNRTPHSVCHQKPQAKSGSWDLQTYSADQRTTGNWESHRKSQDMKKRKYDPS
# esBAF inh: inhibitors of esBAF chromatin remodeling in mouse ES cells | Bmi1-luciferase knock-in reporter, 24 h; 100% = twice the neutral-well signal | reporter increase, % at 12.5 µM | 350,000 tested, 2% active | AID 602393; in the data active = activation above about 40%;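 also: 0% = median of the plate's neutral control wells and 100% = double that signal; a rise in the Bmi1 reporter signal indicates esBAF inhibition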
# The depositor's hits bear a star; / = not tested or not shown; & = joins results of further samples.
nr	SMILES	esBAF inh	RAD54 branch	RAD52 anneal inh	Xi reactivation	ERAP1 HTS inh	ERp5 inh	S100A4 inh HTS	E-selectin induc
1	O=C(CN1C(=O)S/C(=C\c2ccccc2F)C1=O)Nc1ccccc1O	12	5	-56	0.0	-3	1	-7	-0.1
2	CN(C)/C=N/c1nc2nccc(-c3cccnc3)n2n1	/	/	-5	0.0	5	-4	4	0.3
3	COc1ccc(NC2CCCN(C(=O)CN3CCOC3=O)C2)cc1OC (configuration not stated)	-9	1	-8	0.1	-3	0	-1	/
4	CCCNC(=O)[C@H]1[C@H](CO)[C@H]2Cn3c(ccc(-c4cccc(OC)c4)c3=O)[C@@H]1N2CCC	-1	-4	1	0.2	-2	-3	4	-0.2
5	Cc1cccc(NC(=O)CCS(=O)(=O)c2ccc3c(c2)NC(=O)CS3)n1	-4	-10	-30	0.0	-2	1	-11	/
6	Cc1noc(C)c1S(=O)(=O)N(C)C[C@@H]1OCCCC[C@H](C)Oc2ccc(NC(=O)Nc3ccc4c(c3)OCO4)cc2C(=O)N([C@H](C)CO)C[C@H]1C	2	-6	/	0.1	/	/	/	-0.2
7	COc1ccccc1C(=O)C1CCCN(Cc2ccc(Oc3ncccn3)cc2)C1 (configuration not stated)	/	/	-27	0.3	2	-10	-3	/
8	Cc1cccc(CNc2ncnc3ccc(-c4ccoc4)cc23)c1	-6	-3	-10	0.0	-4	6	-2	/
9	CC(=O)N(C)C[C@H]1Oc2cc(-c3ccc(C)cc3)ccc2S(=O)(=O)N([C@H](C)CO)C[C@@H]1C	-5	-34	-1	0.3	-1	-2	-3	/
10	COc1cccc(-n2nnc3c(=O)n(CC(=O)NCC4CCCO4)cnc32)c1 (configuration not stated)	1	3	-13	0.0	4	-8	1	0.0
11	CC(=O)Nc1ccc(S(=O)(=O)NCCCN2CCN(Cc3ccccc3)CC2)cc1Cl	-1	2	9	-0.1	5	1	0	/
12	O=C1CN(S(=O)(=O)c2cccc(F)c2)C[C@H]2[C@@H](c3ccc(C4=CCCC4)cc3)[C@@H](CO)N12	/	/	-5	0.0	0	-3	-1	0.1
13	C[C@@H]1CN([C@H](C)CO)S(=O)(=O)c2ccc(C3=CCCCC3)cc2O[C@@H]1CN(C)C(=O)c1ccc(F)cc1	1	-3	22	-0.8	5	3	-34	-0.6
14	COc1ccccc1N(C(=O)c1ccco1)C(C(=O)NC1CCCC1)c1ccc(N2CCOCC2)cc1 (configuration not stated)	-4	-5	5	0.1	1	2	1	0.2
15	C[C@H](CO)N1C[C@H](C)[C@@H](CN(C)C(=O)Nc2cccc(C(F)(F)F)c2)OCc2cnnn2CCCC1=O	-2	9	-3	-0.1	-1	3	-14	-0.2
16	O=C(N[C@@H](Cc1ccccc1)C(=O)NC1CC1)c1ccc(Cl)cc1	6	2	3	/	-4	2	-1	/
17	CCCN(CC(=O)Nc1ccccc1C)C(=O)c1cccc(S(=O)(=O)N2CCc3ccccc3C2)c1	11	0	-13	0.4	0	6	11	/
18	CCCCC(=O)N1CCCC(c2nc(-c3cccc(OC)c3)no2)C1 (configuration not stated)	8	4	-11	0.2	4	3	0	/
19	Cc1cccc(N(C)C(=O)CN(C)S(=O)(=O)c2ccc3c(c2)c(=O)n(C)c(=O)n3C)c1	1	0	-17	0.0	3	-1	3	/
20	COc1ccc(C(=O)NCC(=O)OCCCOC(=O)CNC(=O)c2ccc(OC)c(OC)c2)cc1OC	-1	3	1	-0.1	15	-2	-1	0.0
21	C[C@]12c3[nH]c4ccc(Cl)cc4c3CCN1C(=O)[C@@H](CC(=O)NCCCn1ccnc1)C[C@@H]2C(=O)N1CCCCC1	-6	-6	19	0.0	-3	-2	-3	-0.1
22	OC[C@H]1[C@@H](c2ccc(Br)cc2)[C@H]2CNCCCCN21	-4	10	-15	0.1	-1	-1	-3	0.2
23	Cc1cccc(-c2nc(S(=O)(=O)c3ccc(F)cc3)c(NCCCN3CCOCC3)o2)c1	-4	3	-4	0.0	-3	8	1	0.1
24	CCCCOc1ccc(C(=O)NN2C(=O)NC3(CCCCC3)C2=O)cc1OC	5	-5	-4	0.0	0	2	1	0.2
25	O=C(OC1CCCCC1=O)c1ccc(F)c(S(=O)(=O)N2CCOCC2)c1 (configuration not stated)	-8	4	0	0.1	-7	-6	3	/
26	Fc1ccc(N2CCN(Cc3cnc(Cl)s3)CC2)cc1	-7	4	-6	0.7	0	-8	2	0.6
27	CCn1nnc(NC(=O)c2ccc([N+](=O)[O-])o2)n1	/	/	1	-0.1	-2	2	2	/
28	CO[C@H]1CN(C)C(=O)c2ccc(NC(=O)C3CC3)cc2OC[C@H](C)NC[C@H]1C	3	0	-4	-0.6	-1	-1	-5	-0.1
29	C[C@@H]1CN([C@H](C)CO)S(=O)(=O)c2ccc(Br)cc2O[C@@H]1CN(C)C(=O)CN1CCOCC1	-9&-6	13&3	-15&16	0.4&-0.5	5&0	3&-3	13&2	-1.5&0.1
30	Cc1nc(SCC(=O)NCC2CCCO2)c2oc3ccccc3c2n1 (configuration not stated)	0	-5	-7	/	-2	-1	-5	/
31	Cc1ccc(N(C)S(=O)(=O)c2cccc(C(=O)NNC(=O)c3ccncc3)c2)cc1	0	5	-10	0.0	-3	5	-2	-0.5
32	Cc1ccc(NS(=O)(=O)c2cc(N)ccc2Cl)c(C)c1	/	/	-36	-0.3	-2	5	-4	7.8
33	Cc1ccc(NC(=O)N2CCCC2C(=O)Nc2ccc3c(c2)OCO3)cc1 (configuration not stated)	-5	7	-21	0.2	-2	-2	-2	/
34	Cc1noc(C)c1NC(=O)Nc1ccc2c(c1)C(=O)N([C@H](C)CO)C[C@H](C)[C@H](CN(C)C(=O)NC1CCCCC1)O2	1	6	3	-0.5	3	-3	-3	-0.3
35	O=C/C(=C\Nc1ccc(S(=O)(=O)CCO)cc1)c1nc2cc(Cl)ccc2o1	7	-11	-322	0.7	-4	-3	0	/
36	C[C@@H]1CN([C@@H](C)CO)C(=O)c2cccc(NC(=O)CCCCCC(=O)Nc3ccccc3N)c2O[C@@H]1CN(C)Cc1ccc(Oc2ccccc2)cc1	/	/	37	0.8	-2	1	10	-2.2
37	COc1ccc(CN(C)C[C@@H]2OCCCC[C@@H](C)Oc3ccc(NS(=O)(=O)c4ccc(F)cc4)cc3C(=O)N([C@H](C)CO)C[C@H]2C)cc1	6	3	45	0.0	1	5	9	/
38	Cn1cc(-c2cnc3c(NC=O)cc(-c4cccc(C(F)(F)F)c4)cn23)cn1	-3	13	9	-0.1	0	0	-8	-0.3
39	NC(=S)Nc1ccc(Oc2ccc(NC(N)=S)cc2)cc1	0	9	-15	/	-1	-2	-19	/
40	O=C(NCCC1=CCCCC1)C1CCN(S(=O)(=O)c2cccs2)CC1	/	/	3	/	8	-2	13	/
41	N=C1C(=O)OCC1c1ccccc1NC(=O)c1ccccc1 (configuration not stated)	/	/	-10	0.0	2	-4	-3	/
42	COc1cc(NC(=O)Nc2ccc(C)cc2)cc([N+](=O)[O-])c1	/	/	-3	0.0	-1	-1	5	1.5
43	CCS(=O)(=O)N1CC2(C1)[C@@H](c1ccccc1)[C@@H](CO)N2C(=O)C1CC1	/	/	-4	0.0	-1	6	13	0.1
44	C[C@@H]1CN([C@H](C)CO)C(=O)c2cc(NC(=O)Nc3ccccc3)ccc2O[C@@H]1CN(C)C(=O)NC1CCCCC1	-5	6	-10	-1.4	-3	-4	-9	-3.9
45	COc1ccc(-n2cc(CN(C)CCO)c(-c3cccc(F)c3)n2)cc1	-4	-2	-14	-0.1	-2	3	2	0.0
46	C[C@@H]1CN([C@@H](C)CO)C(=O)Cc2cc(NS(=O)(=O)c3ccc(F)cc3)ccc2O[C@H]1CN(C)CC1CC1	-1	-6	-7	0.0	-2	-2	0	-0.1
47	COc1ccccc1NS(=O)(=O)c1cccc(C(=O)N/N=C(/C)c2ccc(-n3ccnc3)cc2)c1	/	/	-16	0.6	1	-3	-3	0.1
48	C[C@@H]1CN([C@H](C)CO)C(=O)c2cc(NC(=O)Nc3ccc(C(F)(F)F)cc3)ccc2O[C@@H]1CN(C)S(=O)(=O)c1ccccc1	2	/	-4	0.0	2	4	-2	7.9

# Single values from above:
# E-selectin induc, cpd 43 is entered as 0.1
# ERAP1 HTS inh, cpd 48 is entered as 2
# Xi reactivation, cpd 47 is entered as 0.6
# S100A4 inh HTS, cpd 40 is entered as 13

# Later entries:
nr	SMILES	esBAF inh	RAD54 branch	RAD52 anneal inh	Xi reactivation	ERAP1 HTS inh	ERp5 inh	S100A4 inh HTS	E-selectin induc
49	CC=Cc1ccc2n(c1=O)C[C@@H]1[C@@H](CO)[C@H](C(=O)N(C)C)[C@H]2N1CC1CC1 (mixture of isomers)	-1	6	34	0.1	2	2	-3	-0.1
50	COc1ccc(N2CCN(C(CNC(=O)C(=O)NCc3cccnc3)c3ccco3)CC2)cc1 (configuration not stated)	/	/	5	0.1	0	-1	1	/
51	CCCC(=O)N1CC2(CN(Cc3cccnc3)C2)c2c([nH]c3cc(OC)ccc23)[C@@H]1CO	/	/	11	0.3	2	3	-32	-0.1
52	C[C@H]1CN([C@@H](C)CO)C(=O)CCCn2nncc2CO[C@H]1CN(C)S(=O)(=O)c1cccs1	-5&-1	-4&2	-6&-1	0.0&4.1	0&-4	-9&-6	9&11	0.3
53	C[C@H]1CCCCO[C@H](CN(C)C(=O)c2ccccc2)[C@@H](C)CN([C@@H](C)CO)C(=O)c2cc(NS(C)(=O)=O)ccc2O1	-9	5	10	0.1	-2	-3	6	-0.2
54	C[C@@H]1CN([C@@H](C)CO)C(=O)c2cccc(N(C)C)c2O[C@@H]1CN(C)CC1CC1	3	3	-13	-0.2	-2	2	3	0.1
55	NC(=O)C[N+]1(CC#CC(O)(c2ccccc2)c2ccccc2)CCCC1	-8	/	-13	0.0	47*	1	-3	0.1
56	CN(C)CC#Cc1ccc([C@H]2[C@@H](CO)N3CCCCN(S(=O)(=O)c4ccccc4)C[C@H]23)cc1	1	-1	0	0.1	1	12	-12	0.0
57	O=C(/C=C/c1cccc(F)c1)Nc1nccs1	86*	-9	-13	0.0	0	-4	0	/
58	Cc1ccc(C)c2sc(NC(=O)CN3C(=O)CCC3=O)nc12	-5	1	-11	0.1	2	2	-4	0.5
59	C[C@@H](NC(=O)C[C@H]1C=C[C@H](NC(=O)CN2CCOCC2)[C@H](CO)O1)c1ccccc1	-8	0	5	-0.1	9	12	-10	-0.2
60	CC1CC(C)CN(S(=O)(=O)c2ccc(C(=O)Nc3sccc3C(N)=O)cc2)C1 (configuration not stated)	10	1	-16	0.2	/	0	-2	0.2
61	CO[C@H]1CN(C)C(=O)c2ccc(NC(=O)Nc3ccccc3Cl)cc2OC[C@@H](C)NC[C@H]1C	-2	5	0	0.0	/	-9	0	-0.1
62	COc1ccc(OC)c(S(=O)(=O)NCc2cn3ccsc3n2)c1	/	/	-14	0.2	-2	1	3	/
63	COc1ccccc1CNCC(c1ccccc1)c1ccccc1	/	9	9	-0.1	-4	5	1	/

# Pulled by structure from the list above (three):
nr	SMILES	esBAF inh	RAD54 branch	RAD52 anneal inh	Xi reactivation	ERAP1 HTS inh	ERp5 inh	S100A4 inh HTS	E-selectin induc
56	CN(C)CC#Cc1ccc([C@H]2[C@@H](CO)N3CCCCN(S(=O)(=O)c4ccccc4)C[C@H]23)cc1	1	-1	0	0.1	1	12	-12	0.0
52	C[C@H]1CN([C@@H](C)CO)C(=O)CCCn2nncc2CO[C@H]1CN(C)S(=O)(=O)c1cccs1	-5&-1	-4&2	-6&-1	0.0&4.1	0&-4	-9&-6	9&11	0.3
53	C[C@H]1CCCCO[C@H](CN(C)C(=O)c2ccccc2)[C@@H](C)CN([C@@H](C)CO)C(=O)c2cc(NS(C)(=O)=O)ccc2O1	-9	5	10	0.1	-2	-3	6	-0.2
